# BRCA1 expr up: qHTS Assay to Identify Small Molecule Activators of BRCA1 Expression | MCF7-BRCA1-FFLuc reporter, luminescence, 48 h; response scale: scaled: vehicle 0%, 10 µM genistein 100% | Potency, µM (titrated, usually from 46.1 µM), for the others: top-dose activation, most hits filed as activators | 380,000 tested, 1.1% active; further: potency means the concentration at half of the fitted maximal effect; nearly all actives have a fitted effect of over 80% in size; some results filed as inactive show a strong effect at the top dose
#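 Cells: MCF7-BRCA1-FFLuc, 2000/well. Exposure: 48 h, 37 °C, 5% CO2. Read: luminescence, 15 min post-substrate. Controls: genistein 10 microM (maximal activation), DMSO (neutral).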
# uPA generation: qHTS for Inhibitors of Cell Surface uPA Generation | cell surface uPA generation assay, qHTS | 330,000 tested, 0.31% active | Potency, µM (highest dose often 38.3 µM), inactives show at the top dose activity change, negative = inhibition, usual class: inhibitors | AID 540303, 2011; active means well fitted inhibition curve with a large enough effect; inconclusive means small, poorly fitted or top-dose-only effect; inactive means no such curve, though single readings can be large or run the other way; tested in mouse RAW 264.7 cells; further: potency means the concentration at half of the fitted maximal effect; on the % scale 0 is the no-effect control and ±100 the full control effect; nearly all actives have a fitted effect of over 55% in size
# B2AR arrestin: qHTS assay of beta-arrestin-biased ligands of beta2-adrenergic receptor; Beta-2 adrenergic receptor (Homo sapiens), P07550; AID 492947, 2010; beta-arrestin recruitment to beta2AR, cell-based reporter; 330,000 tested, 0.02% active; Potency, µM (series often up to 46.1 µM), inactives show at the top dose activation, actives largely listed as activators;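 further: potency means the concentration at half of the fitted maximal effect; 0% = DMSO controls and full agonism = EC100 isoproterenol or metaproterenol; nearly all actives have a fitted effect of over 65% in size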
# p53 reactivator: qHTS assay for re-activators of p53 using a Luc reporter; H1299 p53-A138V BP100-luciferase reporter, luminescence, 24 h; Potency, µM (top dose mostly 92.2 µM), for inactives: at the highest dose activity change, positive = activation, hits mostly activators; 320,000 tested, 0.063% active; AID 504706, 2011; further: potency means the concentration at half of the fitted maximal effect; % of control where 0% means no effect; nearly all actives have a fitted effect of over 45% in size
#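 H1299 (p53-null), stable ts p53-A138V + BP100-Luc; 1000 cells/well, Opti-MEM/10% FBS; cpd 4 pt, 1:5; 24 h, 37 deg C, 5% CO2; detection reagent 10 min RT; luminescence.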
# Eya2 phos inh: qHTS Assay for Inhibitors of the Phosphatase Activity of Eya2; Protein phosphatase EYA2 (Homo sapiens), O00167; recombinant Eya2, OMFP fluorescence dephosphorylation (OMFP is methylfluorescein phosphate); Potency, µM (top dose mostly 76.9 µM), for the others: top-dose activity, negative = inhibition, usual class: inhibitors; 330,000 tested, 0.006% active; AID 488837, 2010; further: potency means the concentration at half of the fitted maximal effect; on the % scale 0 is the no-effect control and ±100 the full control effect
#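 Eya2 protein (added as 0.2 uM solution) was preincubated with compound for 10 min at ambient temperature in 50 mM HEPES pH 7.5, 50 mM NaCl, 5 uM MgCl2, 0.05% BSA, 1 mM DTT. OMFP (added at 50 uM) then reacted 10 min; fluorescence read at 485/525 nm.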
# S-ASM inh: Inhibitors of Secretory Acid Sphingomyelinase (S-ASM): qHTS. placental ASM, HMU-PC fluorogenic substrate, 60 min. Sphingomyelin phosphodiesterase (Homo sapiens), P17405. Potency, µM (doses to about 57.5 µM), inactives show at the highest dose activity change, negative = inhibition, hits mostly inhibitors. 340,000 tested, 0.006% active; further: potency means the concentration at half of the fitted maximal effect
# Target sequence (P17405 47-631 limits assumed): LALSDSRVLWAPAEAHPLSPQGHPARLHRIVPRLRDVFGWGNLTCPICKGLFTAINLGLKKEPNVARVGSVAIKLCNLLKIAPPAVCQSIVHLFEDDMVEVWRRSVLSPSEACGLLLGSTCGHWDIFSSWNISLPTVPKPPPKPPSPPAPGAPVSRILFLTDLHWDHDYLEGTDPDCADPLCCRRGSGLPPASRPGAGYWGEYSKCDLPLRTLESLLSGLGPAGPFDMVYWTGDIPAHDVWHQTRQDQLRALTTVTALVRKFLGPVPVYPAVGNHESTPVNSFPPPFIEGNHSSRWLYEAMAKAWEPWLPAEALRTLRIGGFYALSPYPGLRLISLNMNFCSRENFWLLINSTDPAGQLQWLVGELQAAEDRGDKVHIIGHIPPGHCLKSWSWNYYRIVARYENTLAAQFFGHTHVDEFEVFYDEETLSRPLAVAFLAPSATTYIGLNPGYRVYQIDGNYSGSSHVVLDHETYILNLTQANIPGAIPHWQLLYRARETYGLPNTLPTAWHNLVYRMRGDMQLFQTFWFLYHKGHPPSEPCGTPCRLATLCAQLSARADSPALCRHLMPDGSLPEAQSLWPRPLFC
#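 HMU-PC0 cleavage (9 uM final) by human placental ASM, 60 min at 37 °C following 10 min compound exposure at RT; stopped at pH 10, fluorescence Ex 386/Em 447 nm.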
# ELG1 genotoxic: qHTS screen for small molecules that induce genotoxicity in human embryonic kidney (HEK293T) cells expressing luciferase-tagged ELG1; HEK293T ELG1-luciferase reporter, luminescence, 16 h; Potency, µM (series often up to 46 µM), for the others: at the highest dose activity change, positive = activation, usual class: activators; 330,000 tested, 1.3% active; further: potency means the concentration at half of the fitted maximal effect; % of control where 0% means no effect; nearly all actives have a fitted effect of over 60% in size
#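 Quantitative HTS format in 1536-well plates. HEK293T ELG1-luciferase reporter cells receive test compound and are incubated 16 hr at 37 °C, 5% CO2; ONE-Glo added, 30 min room temperature, then luminescence read.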
# TRPV1 ag: HTS Assay for Compounds that Act as Agonists of the Vanilloid Receptor 1; TRPV1-expressing cells, Fluo-8 calcium influx, agonist mode; activation, % at 8.33 µM; 320,000 tested, 0.19% active; AID 540275, 2011; in the data active means activation above about 80%; inconclusive means between about 30% and that limit; further: 0% is about no effect
#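 Cells expressing TRPV1 were dye-loaded with Fluo-8 and read kinetically: 10 s baseline, 3 min after compound (agonist portion), then 2 min after EC20 capsaicin (allosteric enhancer portion). Calcium-bound dye fluorescence at 480/520 nm.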
# USP2a inh: qHTS Assay for Inhibitors of Ubiquitin-specific Protease USP2a Using CHOP2 as the Reporter; Ubiquitin carboxyl-terminal hydrolase 2 (Homo sapiens), O75604; USP2 core, Ub-CHOP2 coupled fluorogenic reporter, 485/531; Potency, µM (highest dose often 38.3 µM), without a hit: top-dose activity change, negative = inhibition, hits mostly inhibitors; 330,000 tested, 0.01% active; AID 463254, 2010;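 further: potency means the concentration at half of the fitted maximal effect; plate controls were DMSO wells for no effect and full inhibition by NEM control for full effect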
#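 Cell-free coupled assay: 10nM USP2 core preincubated 30min RT with compound in Tris-HCl pH 8.0/CaCl2/CHAPS buffer, then 25nM Ub-CHOP2 and 25nM reporter substrate; fluorescence (Ex 485/Em 531) read after 60min RT, normalized to NEM inhibition, concentration-response curves fitted.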
# TSG101-PTAP inh: qHTS Assay for Iinhibitors of HIV-1 Budding by Blocking the Interaction of PTAP/TSG101. AID 493005, 2010. Fluorescence polarization, FITC-PTAP peptide / Tsg101 binding. Tumor susceptibility gene 101 protein (Homo sapiens), Q99816. Potency, µM (top dose mostly 115 µM), for inactives: top-dose activity change, negative = inhibition, usual class: inhibitors. 340,000 tested, under 10 active; active means well fitted inhibition curve with a large enough effect in the main read-out, with a control signal flat, not every such curve was filed as active; inconclusive means small, poorly fitted or top-dose-only effect, or effect the other way, or a change in a side signal; inactive means no such curve, though single readings can be large or run the other way; further: potency means the concentration at half of the fitted maximal effect; % of control where 0% means no effect
# Target sequence (Q99816 whole entry, looked up): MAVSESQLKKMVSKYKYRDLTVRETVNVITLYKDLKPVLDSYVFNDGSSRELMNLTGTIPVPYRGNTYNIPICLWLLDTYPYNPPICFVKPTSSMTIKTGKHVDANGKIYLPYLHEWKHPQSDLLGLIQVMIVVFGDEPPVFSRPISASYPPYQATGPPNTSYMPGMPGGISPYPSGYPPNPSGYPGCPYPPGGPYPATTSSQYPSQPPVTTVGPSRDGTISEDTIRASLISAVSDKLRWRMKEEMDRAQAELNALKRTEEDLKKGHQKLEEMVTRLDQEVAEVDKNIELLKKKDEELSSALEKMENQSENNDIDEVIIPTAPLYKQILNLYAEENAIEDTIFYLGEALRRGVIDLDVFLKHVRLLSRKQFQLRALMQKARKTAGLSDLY
#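 Fluorescence polarization binding of Tsg101 binding domain (10 uM final) to FITC-labeled PTAP peptide (50 nM final) in HEPES pH 7.5 buffer with NaCl, Tween 20, EDTA, TCEP. Compounds added before peptide; binding 20 min at RT.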
# a7 integrin act: qHTS for Activators of Integrin-Mediated Alleviation for Muscular Dystrophy | alpha7betagal myoblasts, beta-gal FDG fluorescence, 48 h | 350,000 tested, 0.064% active | AID 624291, 2012 | Potency, µM (series often up to 38.3 µM), without a hit: top-dose activation, actives largely listed as activators;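 further: potency means the concentration at half of the fitted maximal effect; 100% = response of the positive control SU9516; nearly all actives have a fitted effect of over 60% in size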
#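 alpha7betagal+/- myoblasts (passage 13, 250/well) treated 48 h at 37C with compounds at 1:260 dilution of DMSO stock. Lysed, then beta-galactosidase activity read as FDG fluorescence (ex 480/em 540) after 30 min, with pre-read for autofluorescence.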
# * marks the source's active call; other numbers are inactive results; ? = inconclusive; · = no result given; [ ] = remark or other dose. Unless noted, the call rests on the fitted dose curve; in most records, active means well fitted curve in the direction sought with a large enough effect; inconclusive means small, poorly fitted or top-dose-only effect, or another doubt; inactive means no such curve, though single readings can be large; an effect the other way counts as inactive or inconclusive.
structure | BRCA1 expr up | uPA generation | B2AR arrestin | p53 reactivator | Eya2 phos inh | S-ASM inh | ELG1 genotoxic | TRPV1 ag | USP2a inh | TSG101-PTAP inh | a7 integrin act
Cc1nn(C)cc1C(C)NC(=O)c1cc(COc2ccc(F)c(F)c2)on1 (stereo not given) | 48% | -8% | -0.6% | 19% | -1% | 2% | 0% | 4 | 1% | -4% | -25%
CCC(Sc1nc2ccccc2c(=O)[nH]1)C(=O)O (stereo not given) | 1%[1.84 µM] | -7% | -0.2% | 0% | 16% | 0% | 2% | 3 | 0% | -7% | -9%
COc1ccc(NC(=O)/C(C#N)=C/c2ccc(Br)o2)cc1 | 19% | · | -0.3% | 5% | 1% | -4% | 2% | 11 | 0% | -3% | -26%
COc1ccccc1CNC(=O)CN1C(=O)CSc2ccc(S(=O)(=O)N3CCCC3)cc21 | 3% | 3% | -1.0% | -2% | 5% | -1% | 2% | 6 | 6% | -2% | -7%
Cc1nc2ccc(S(=O)(=O)NCC(=O)N3CCCC(C)C3)cc2s1 (stereo not given) | -14% | -2% | 0.3% | 5% | 16% | -1% | 0% | 1 | 3% | -3% | 12%
O=C(NCc1ccccn1)Nc1ccc(Br)cc1 | 32% | -13% | -0.8% | 10% | -6% | 1% | 8% | ? | -1% | -1% | 20%
Cc1cc(C(=O)NC2CCCCC2)c(C)o1 | 1% | 3% | -0.1% | ? | -14% | 1% | 3% | -1 | 0% | -8% | -8%
Cc1cc2cc(C)c(NCCNC(=O)c3ccccc3)nc2cc1C | -13% | -7% | 0.1% | 8% | -18% | -5% | -9% | 24 | -5% | 0% | -20%
Cc1cc(C(=O)CCC(=O)NCc2ccccc2F)c(C)s1 | 2% | 5% | 0.4% | 8% | 7% | -2% | 0% | 27 | -1% | -10% | 1%
C=CC[C@@H](CC(=O)N[C@@H](CO)Cc1ccccc1)C(=O)N[C@H](C)COC(=O)[C@@H](CC=C)Cc1ccc(F)cc1 | -6% | 5% | -0.1% | -1% | -9% | -4% | 0% | · | 3% | -1% | -3%
CNC(=S)N(CCc1c(C)[nH]c2ccccc12)Cc1cc(OC)c(OC)c(OC)c1 | -14% | 20% | -0.2% | 0% | -3% | -2% | 1% | 4 | 4% | -4% | -3%
O=C(N[C@@H](Cc1ccccc1)C(=O)N1CCN(S(=O)(=O)c2ccc(F)cc2)CC1)c1ccco1 | -12% | 8% | -0.3% | 5% | 20% | -1% | 0% | 17 | 0% | -1% | -3%
CCn1cc(-c2cc(C(=O)O)c3ccccc3n2)cn1 | -8% | -14% | -0.1% | -1% | -19% | 5% | -9% | -1 | 0% | 0% | -12%
O=C(/C=C/c1ccc2c(c1)OCO2)c1ccco1 | 78% | -9% | -0.3% | ? | -4% | 84%[activator] | ? | 22 | 5% | -3% | -40%
CCCCCCOc1ccc(N2C(=O)CC(SC(=NCC)NCC)C2=O)cc1 (stereo not given) | -10% | 28% | 0.2% | -2% | 1% | 10% | 13% | 3 | 3% | -2% | -13%
Cn1c(N2CCN(C(=O)NCc3ccccc3)CC2)nc2ccccc21 | 2% | 2% | -0.9% | -5% | -14% | 1% | 3% | 8 | 2% | -7% | -14%
O=C1CCCC/C=C\C[C@H](CC(=O)N(CCO)Cc2ccccc2)C(=O)NCCO1 | -12% | 8% | ? | 3% | -3% | 8% | 0% | · | 1% | -2% | -6%
COc1cc(NC(=O)C/C(C)=N/NC(=O)c2cccs2)c(OC)cc1Cl | 44% | -10% | -0.8% | 13% | -1% | -1% | ? | 6 | 2% | -3% | 24%
CC(C)N(C(=O)[C@H]1C[C@H](CC(=O)NCCC2=CCCCC2)C(=O)N2CCc3c([nH]c4cc(-c5ccco5)ccc34)[C@]12C)C(C)C | -70% | ? | -1.1% | 6% | -1% | ? | -6% | · | 1% | -8% | -37%
O=C(CNC(=O)c1ccc(F)cc1)Nc1ccccc1C(F)(F)F | 2% | 5% | -0.3% | 0% | -12% | 1% | 0% | 1 | 3% | -3% | -33%
N#CC1=C(SCc2ccccc2)NC2=C(C(=O)CCC2)C1c1ccc2c(c1)OCO2 (stereo not given) | 0% | -4% | -0.3% | -4% | -16% | 3% | -2% | -3 | -7% | -4% | -14%
CCOC(=O)c1c(C)[nH]c(C(=O)CSc2ccc(Cl)cc2)c1C | ? | · | 0.3% | 22% | 7% | -2% | ? | -2 | 0% | -1% | 1%
COc1cnn(-c2ccc(Br)cc2)c(=O)c1SCc1ccccc1 | 76% | 4% | 3.3% | ? | -4% | -2% | 10% | -2 | -3% | -1% | 4%
CC(C)(C)OC(=O)N[C@@H](Cc1ccccc1)C(=O)N1CCC(C(=O)O)CC1 | 10% | -1% | -0.5% | -7% | -14% | 4% | -1% | 3 | 3% | -5% | 18%
CC1=CCC2([N+](=O)[O-])CN(CC(=O)O)CC1([N+](=O)[O-])C2 (stereo not given) | -3% | -3% | -0.3% | -11% | 10% | 6% | 0% | -15 | 2% | -2% | 18%
O=C(CCl)NN1C(=O)NC2(CCCCC2)C1=O | 0% | 9% | -0.2% | 20% | 8% | 3% | -4% | 2 | 0% | -1% | -45%[inhibitor]
O=C(N/N=C/c1cn(-c2cccs2)nc1-c1ccccc1)c1ccccc1Br | -16% | -10% | -1.1% | ? | 3% | ? | 3% | -6 | 0% | -1% | -27%
O=[N+]([O-])c1ccc(OCCCOc2cccc3cccnc23)cc1 | 13% | 4% | -0.6% | · | -6% | -2% | -2% | -3 | 4% | -6% | -19%
COCCCNC(=O)/C(C#N)=C/c1ccc(OCC(=O)O)c(OC)c1 | -13% | -2% | -1.2% | 1% | 4% | -1% | 2% | -3 | 1% | -2% | 8%
c1ccc(N2CCN(c3nc(-c4ccccn4)nc4ccccc34)CC2)cc1 | -72% | 3% | 0.3% | 20% | 13% | -6% | -15% | 12 | 1% | 1% | -42%
CSc1sc(C(=O)NC(=O)NCc2ccncc2)c(C)c1-c1ccon1 | 8% | -1% | 0.2% | -4% | -8% | -5% | -15% | 19 | 6% | -3% | 23%
COc1ccc(NC(=O)c2sc3nc(C)nc(N4CCN(c5ccccn5)CC4)c3c2C)cc1Cl | 0% | 0% | 0.0% | -9% | 13% | -22% | -8% | 4 | 2% | -2% | 0%
COc1ccc(-n2c(Cc3cccn3C)nnc2SCC(=O)Nc2cccc(F)c2)cc1 | -16% | -5% | 7.5% | -10% | -11% | -4% | 1% | -4 | -9% | -1% | 0%
NS(=O)(=O)c1ccc(CCNC(=O)CSc2nc3ccsc3c(=O)n2CCCCC(=O)O)cc1 | 0% | 8% | -0.1% | 1% | -3% | 2% | 3% | 3 | -4% | 0% | 0%
Cc1ccc(Cn2c(=N)n(CC(=O)c3ccccc3)c3ccccc32)cc1 | -43% | ? | 0.3% | -5% | 0% | -7% | 0% | 10 | 0% | -9% | -33%
C=C(C)C1CC=C(CN2CCC(O)CC2)CC1 (stereo not given) | -6% | 5% | 0.1% | 0% | -6% | -1% | -1% | -1 | 0% | -8% | 9%
CCOC(=O)N1CCN(S(=O)(=O)c2ccc(C)cc2)C1 | -5% | 17% | -0.1% | 2% | 21% | -1% | 1% | · | 1% | 0% | ?
CCCCN(C)C(=O)c1nc2ccccn2c1CNCCCn1nnc2ccccc21 | -6% | -2% | 0.4% | -1% | 3% | 4% | 0% | 0 | 2% | -1% | -26%
Cc1nc(NC2=NCN(Cc3cccnc3)CN2)nc2ccccc12 | 5% | · | -1.0% | 14% | -11% | -1% | -10% | -1 | -1% | -6% | 20%
CCC(C)(C)NC(=O)C(c1ccccc1)N(Cc1cccs1)C(=O)Cn1nnc2ccccc21 (stereo not given) | -33% | -5% | · | · | · | -1% | · | · | · | -3% | 0%
CC(c1ccc(Cl)cc1)n1c(-c2ccc3ccccc3n2)n[nH]c1=S (stereo not given) | 3% | -1% | 0.0% | 9% | 1% | -11% | -4% | -3 | -1% | -1% | 3%
O=C(O)c1cccc2c1-c1c(cccc1[N+](=O)[O-])C2 | -21% | 1% | · | · | · | 1% | · | · | · | -6% | -3%
